From PubChem BioAssay
KCNQ2 inh – KCNQ2 channel blockers in CHO-K1 cells – cell-based, FluxOR thallium flux, B-score, primary screen (AID 2156); O88943; 20 min; active compounds read low; B-score at 10 µM; actives 1.1% (n = 310,000);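 active = fluorescence ratio B-score at most minus 3 library SDs, with starting brightness B-score within 2 library SDs, cut at about -5.5 in these data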
Target sequence (O88943 whole entry, looked up): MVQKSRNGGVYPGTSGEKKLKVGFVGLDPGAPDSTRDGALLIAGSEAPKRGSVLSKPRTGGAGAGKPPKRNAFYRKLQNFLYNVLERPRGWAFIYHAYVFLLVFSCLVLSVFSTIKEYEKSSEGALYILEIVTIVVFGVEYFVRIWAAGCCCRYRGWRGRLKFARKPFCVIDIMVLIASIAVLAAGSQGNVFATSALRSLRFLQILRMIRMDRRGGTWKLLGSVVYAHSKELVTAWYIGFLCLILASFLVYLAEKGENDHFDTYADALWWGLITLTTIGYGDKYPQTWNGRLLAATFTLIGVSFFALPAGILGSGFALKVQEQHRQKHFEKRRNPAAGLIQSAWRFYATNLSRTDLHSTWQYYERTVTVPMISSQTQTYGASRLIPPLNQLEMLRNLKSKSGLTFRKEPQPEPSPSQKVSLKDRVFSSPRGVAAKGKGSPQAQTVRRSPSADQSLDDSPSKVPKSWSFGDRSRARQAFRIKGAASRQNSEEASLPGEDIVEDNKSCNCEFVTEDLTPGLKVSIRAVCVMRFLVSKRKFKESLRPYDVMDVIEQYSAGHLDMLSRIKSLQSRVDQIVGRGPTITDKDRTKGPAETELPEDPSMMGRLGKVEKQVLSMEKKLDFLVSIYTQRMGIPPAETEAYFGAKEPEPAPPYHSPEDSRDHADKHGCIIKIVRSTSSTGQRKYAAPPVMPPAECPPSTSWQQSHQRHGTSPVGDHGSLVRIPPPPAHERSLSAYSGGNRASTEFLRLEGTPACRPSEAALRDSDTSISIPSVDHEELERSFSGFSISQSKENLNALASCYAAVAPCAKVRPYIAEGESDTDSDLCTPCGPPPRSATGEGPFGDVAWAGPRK
CHT block – inhibitors of human choline transporter CHT. actives 0.86% (n = 310,000). B-score at 10 µM. CHT-expressing cells, membrane potential dye, choline response; active compounds read low;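 active = B-score over 3 SD under the library average, and starting fluorescence ratio not unusually high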;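 also: choline stimulus applied at its EC90 after an EC20 pre-addition; B-score computed on integrated fluorescence ratio after choline addition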
Starred values were filed as active, the others as inactive; i = inactive; · = not tested or not shown.

SMILES	KCNQ2 inh	CHT block
COc1ccc(N(C(=O)c2ccco2)S(=O)(=O)c2cc(Cl)c(Cl)cc2Cl)cc1	i	i
O=c1ccc(-c2ccc([N+](=O)[O-])cc2)nn1-c1ccccc1	i	i
CCN(CC)c1ccc(CNc2ccc3c(c2)ncn3CC)cc1	i	i
COc1ccc(N2CCN(S(=O)(=O)c3cccc4nsnc34)CC2)cc1	i	i
C[C@@H](C(=O)N1CCNCC1)n1cc(CCCN=C(N)N)nn1	i	i
O=C(Nc1ccccc1)C1=C[C@H](C2CC2)C[C@H](OCCCCO)O1	i	i
COc1ccc(OC)c2sc(N3CCCCC3)nc12	i	i
COc1ccc(S(=O)(=O)N2CCC(C(=O)NCCN3CCOCC3)CC2)cc1	i	i
COC(=O)CSC1=NS(=O)(=O)c2ccccc21	-7.9*	i
O=S(=O)(c1ccc(Cl)cc1)N1CCC2(CC1)OCCN2S(=O)(=O)c1cccs1	i	·
CCc1nnc(NC(=O)CSc2nnc(-c3ccco3)n2CC)s1	i	i
O=C(N/N=C/c1c(-c2ccccc2)[nH]c2ccccc12)c1cccnc1	i	i
O=C(Cn1nc(C(F)(F)F)cc1C1CC1)NCc1ccccc1F	i	-5.8*
COc1cc(CC(=O)OCC(=O)N2CC(C)CC(C)C2)cc(OC)c1OC (configuration not stated)	i	i
Cc1ccc(/C=N\NC(=O)C2CC(=O)N(c3ccccc3)C2)o1 (configuration not stated)	i	i
COc1ccc(OC)c(CNC(=O)CCc2nc(-c3cccs3)no2)c1	i	i
CC1(C)CC(=O)C=C(c2cc3ccccc3s2)C1	i	i
COc1ccc(N=C2NC(=O)/C(=C/c3ccc(O)c(OC)c3)S2)cc1	i	i
Cn1cccc1C(C#N)c1cccc(F)c1C#N (configuration not stated)	i	i
CC(=O)c1ccc(OCCN2CCOCC2)cc1	i	i
CCOC(=O)c1nnc(-c2ccc(C)cc2)nc1Sc1ccccc1Cl	i	i
COc1ccc(S(=O)(=O)N(C)CC(=O)Nc2ccccc2C(F)(F)F)cc1OC	i	i
CCOC(=O)N1CCC(NC(=O)COc2cc(=O)n(C)c3ccccc23)CC1	i	i
CCOCCc1nn2c(=O)cc(CSCC(=O)Nc3ccc(OC)cc3)nc2s1	i	i
Cc1ccc2c(CC(=O)NCc3cccs3)coc2c1	i	i

New compounds follow.
SMILES	KCNQ2 inh	CHT block
N#C/C(=C(/O)COc1ccc(Cl)cc1)c1nc2ccccc2s1	i	i
CCCn1c(=O)c(Br)cn(-c2ccccc2C)c1=O	i	i
O=C(Cn1cnc([N+](=O)[O-])c1)NCc1ccc(F)cc1	i	i
Cc1nc2ccc(NC(=S)N3CCCC3)cc2nc1C	i	i
COc1ccc2cc3c(nc2c1)OCC3	i	i
C=CCn1c(COc2ccccc2)nnc1SCC(=O)Nc1ccc(S(N)(=O)=O)cc1	i	i
CC(=O)c1cccc(NC(=S)NCc2ccccc2)c1	i	i
O=C1CC(c2cccnc2)c2cc3c(cc2N1)OCCO3 (configuration not stated)	i	i
COc1cccc(NC(=O)C(=O)c2cn(CC(=O)N3CCCC3)c3ccccc23)c1	i	i
CC(C)C(NC(=O)C1CCCCC1)C(=O)Nc1ccc2c(c1)OCCO2 (configuration not stated)	i	i
Fc1ccc(Cn2c(SCc3ccc(F)c(C(F)(F)F)c3)nnc2C(F)(F)F)cc1	i	i
CCOC(=O)CN1C(=O)CN(c2ccc(C)c(C)c2)C1=O	i	i
COc1cccc(-c2nc(CS(=O)(=O)CC(=O)NC3CCCC3)c(C)o2)c1	i	i
CC(C)(C)OC(=O)N1CCN(c2ccc([N+](=O)[O-])cc2)CC1	i	i
CCOC(=O)C1CN(S(=O)(=O)c2ccc(C)cc2)c2cc(S(=O)(=O)CC)ccc2O1 (configuration not stated)	i	i
CC(C)NS(=O)(=O)c1ccc(CCC(=O)Nc2ccc3c(c2)OCO3)cc1	i	i
O=C(c1cnn2ccccc12)N1CCc2ccccc21	i	i
O=C(C1=C[C@@H](c2coc3ccccc3c2=O)C[C@@H](OCc2ccc(CO)cc2)O1)N1CCN(Cc2ccc3c(c2)OCO3)CC1	i	i
Cc1ccc2c(c1)c1nnc(SCC(=O)N3CCCc4ccccc43)nc1n2CC(=O)O	i	i
Cc1cc(C)n2c(SCC(=O)NCc3ccc4c(c3)OCO4)nnc2n1	i	i
O=C(NS(=O)(=O)Nc1ccc(Cl)cc1)c1c[nH]c2ccccc12	i	i
COc1ccc(OCCNC(=S)Nc2cccc3ccccc23)cc1	-6.2*	i
CCc1ccccc1NC(=S)NNC(=O)c1ccccc1Cl	i	i
CCOc1ccccc1N(CC(=O)NC(C)(C)C)C(=O)Cn1nnc(-c2ccc(C)o2)n1	i	i
Cc1ccc(NC(=O)CCn2nnc3ccccc32)c(C)c1	i	i

(next part)
SMILES	KCNQ2 inh	CHT block
Cc1nc2ncnn2c(Nc2ccc3c(c2)OCO3)c1Cc1ccccc1	i	i
CC(C)(C)NC(=O)CSC(=Nc1ccccc1F)NC#N	i	i
CC(C)NS(=O)(=O)c1ccc(NC(=O)Cc2cccs2)cc1	i	i
CCc1c(C)nc(SCC(N)=O)c(C#N)c1C	i	i
COc1cccc(N2CCN(C(=S)Nc3ccc(C)cc3C)CC2)c1	i	i
COc1ccc(OC)c(S(=O)(=O)N2CCNCC2)c1	i	i
O=C(NCCc1ccccc1)c1nnc(CS(=O)(=O)c2ccccc2)o1	i	i
Cc1cc(O)cc(O)c1-c1onc(C(F)(F)F)c1-c1cscn1	i	i
O=C(CCC1CC(=O)Nc2ccccc21)NCc1cccnc1 (configuration not stated)	i	i
CCOC(=O)c1c(C)[nH]c(C(=O)N2CCN(CC)CC2)c1C	i	i
CC1CN(Cc2ccccc2)c2ccccc2NC1=S (configuration not stated)	i	i
Cc1ccc(NS(=O)(=O)c2ccc3c(c2)n(C)c(=O)n3C)cc1C	i	i
COc1ccc(-c2cc(-c3cccs3)nc(OC)c2C#N)cc1OC	i	i
CC1(C)Cc2nc3sc4c(SCC(=O)O)ncnc4c3cc2CO1	i	i
COC(=O)CN1C(=O)C(C)(C)Oc2ccc(C(=O)NC3CCCC3)cc21	i	i
CC1(C)Cc2c(sc(NC(=O)C(=O)NCC3CCCO3)c2C(N)=O)CO1 (configuration not stated)	i	i
COC(=O)c1cc(NC(=O)c2cccc(F)c2)cc(C(=O)OC)c1	i	i
COc1cc([N+](=O)[O-])ccc1NC(=S)N1CCOCC1	i	i
O=C(NCCCc1ccccc1)c1cnc2n(c1=O)CCS2	i	i
N#C/C(C(N)=O)=C1/SC(Cc2ccc(F)cc2)C(=O)N1c1ccccc1 (configuration not stated)	i	i
Cc1cc(C)cc(N2C(=O)CC(N3CCOCC3)C2=O)c1 (configuration not stated)	i	i
CCOc1cc(N2CCOCC2)c(OCC)cc1NC(=O)c1ccc(-n2ccnc2)c([N+](=O)[O-])c1	i	i
O=C(CN1C(=O)NC2(CCCCCCC2)C1=O)N1CCN(C(=O)c2ccco2)CC1	i	i
Fc1ccc(N2CCN(c3ncnc4nc[nH]c34)CC2)cc1	i	i
Cc1ccc(NC(=O)/C(=C/c2cccc([N+](=O)[O-])c2)NC(=O)C2CCCCC2)c(C)c1	i	i

Additional records follow.
SMILES	KCNQ2 inh	CHT block
COc1cccc2[nH]c(C(=O)NCc3ccccc3)cc12	i	i
Cc1ccc(OCC(=O)Nc2cccc(S(=O)(=O)N3CCCCCC3)c2)cc1C	i	i
CC(NC(=O)c1ccc(F)cc1Cl)C1CC2CCC1C2 (configuration not stated)	i	i
CN(C)C(=O)CN1C(=O)NC2(CCCc3ccccc32)C1=O (configuration not stated)	i	i
C/C(Cl)=C/Cn1c(SCCN2CCOCC2)nc2c1c(=O)[nH]c(=O)n2C	i	i
O=[N+]([O-])c1ccc(CN2CCN(c3ncccn3)CC2)cc1	i	i
COc1ccccc1CCC(=O)Nc1cccc(S(=O)(=O)N2CCCC2)c1	i	i
COc1ccc(C(=O)N2CCN(Cc3ccc4c(c3)OCO4)CC2)cc1[N+](=O)[O-]	i	i
COc1ccc(C(=O)OCC(=O)Nc2ccc([N+](=O)[O-])cc2OC)c(O)c1	i	i
CCC(C)(C)NC(=O)C(NS(=O)(=O)c1cccs1)c1ccccc1 (configuration not stated)	i	i
Cc1ccc(NS(=O)(=O)c2c(C)[nH]c(C)c2C(=O)N2CCCCC2)cc1Cl	i	i
CC1(C)CC(=O)C2=C(C1)N(c1ncn[nH]1)C(N)=C(C#N)C2c1ccccc1 (configuration not stated)	i	i
CC(C)[C@H](NC(N)=O)C(=O)Nc1ccc2c(c1)CCC2	i	i
Cn1c(SCC(=O)NCc2ccc3c(c2)OCO3)ncc(C(=O)Nc2ccc(F)cc2)c1=O	i	i
COc1ccc(S(=O)(=O)N2CCC(C(=O)N3CCCCC3)CC2)cc1	i	i
Cc1ccc(C(=O)OCC(=O)Nc2c(Cl)cc(S(N)(=O)=O)cc2Cl)o1	i	i
CN1C2=C(C(=O)CC(C)(C)C2)C(c2cccs2)C2=C1CC(C)(C)CC2=O	i	i
COc1ccc(CCNC(=O)C2CCN(C(=O)c3ccc(OC)c(OC)c3)CC2)cc1	i	i
O=C(Nc1ccc2c(c1)OCO2)c1ccc(=O)[nH]n1	i	i
N#C/C=C(/N)N1CCN(c2ccc(Cl)c(Cl)c2)CC1	i	i
CCn1c(SCC(=O)c2ccc(Cl)cc2)nnc1C(C)C	i	i
CC(=O)Nc1ccc(S(=O)(=O)N(CC(=O)Nc2cc(C)on2)Cc2ccc(F)cc2)cc1	i	i
Cc1ccc(N(C(=O)c2csnn2)C(C(=O)NC2CCCC2)c2ccncc2)c(C)c1 (configuration not stated)	i	i
O=C(N/N=C/c1ccncc1)c1sc2ccccc2c1Cl	i	i
COc1ccc(CNC(=O)c2cc(=O)c3cc(C)c(C)cc3o2)cc1	i	i

(continued)
SMILES	KCNQ2 inh	CHT block
O=C(Nc1ccccc1)OCC(CN1CCCCC1)OC(=O)Nc1ccccc1 (configuration not stated)	·	i
COc1ccccc1NC(=O)C1CC(C)OC1=O (configuration not stated)	i	i
S=C(NCc1ccccc1)NCc1ccc(Cl)cc1	i	i
CCn1c(CN2CCN(CCO)CC2)nc2ccccc21	i	i
CN(C)N1C(N)=C(C#N)C(c2cccs2)C2=C1CC(C)(C)CC2=O (configuration not stated)	i	i
CC[n+]1c(C=C2C=C(C)OC(C)=C2)sc2ccccc21	i	·
Cc1ccccc1CN1CCC(n2nccc2NC(=O)c2ccc3c(c2)OCO3)CC1	i	i
COc1ccc(C(=O)Cc2ccc(OC)c(OC)c2)c(OC)c1	i	i
O=C(NCC(=O)N1CCN(C(c2ccccc2)c2ccccc2)CC1)c1ccc(Br)o1	i	i
CCCn1c(-c2ccccc2)nc2c(=O)n(C)c(=O)[nH]c21	i	i
COc1cc(NC(=O)CSCC(=O)Nc2cccc(C(F)(F)F)c2)c(Cl)cc1Cl	i	i
CCOc1ccc(-n2c(Cc3cc(=O)[nH]c(=O)[nH]3)nnc2SCC(=O)Nc2nnc(C)s2)cc1	i	i
CC(C)(C)C1CCC2(CC1)NC(CO)(CO)CO2 (configuration not stated)	i	i
O=C(COC(=O)c1cccs1)Nc1ccc(S(=O)(=O)N2CCOCC2)cc1	i	i
CCOC(=O)c1c(S(=O)(=O)NCCc2ccc(OC)c(OC)c2)c(C)n(C)c1C	i	i
Cn1c(SCC(=O)NCc2ccccc2)nnc1C1CC1	i	i
Cc1nc2ccccc2nc1OCC(=O)Nc1ccc(F)cc1	i	i
CN1CCN(C(=S)c2cn(Cc3ccccc3)c3ccccc23)CC1	i	i
Cc1cc([N+](=O)[O-])nn1CC(=O)N(C)Cc1ccccc1	i	i
N#C/C(=C\c1ccc(N2CCOCC2)o1)C(=O)NCC1CCCO1 (configuration not stated)	i	i
COC(=O)c1c(NC(=O)C2Cc3ccccc3C(=O)O2)sc2c1CCCC2 (configuration not stated)	i	i
CC(=O)c1c(C)[nH]c(C(=O)CSc2nnc(-c3ccco3)n2Cc2ccccc2)c1C	i	i
COc1cc2[nH]c(=O)n(CCCCCC(=O)N3CCN(c4ccccn4)CC3)c(=O)c2cc1OC	i	i
CN(Cc1ccccc1)C(=O)CCCn1c(=O)[nH]c2cc(Cl)ccc2c1=O	i	i
NC(=O)CSc1nnc(-c2ccoc2)o1	i	i
CCc1ccc(N2CC(C(=O)Nc3ccc(S(=O)(=O)N4CCCCC4)cc3)CC2=O)cc1 (configuration not stated)	i	i
O=C(/C=C/c1ccco1)Nc1nc(-c2ccccn2)cs1	i	i
CC(=O)/C(=N\Nc1cccc(Cl)c1)Sc1nnc(-c2ccccc2)n1-c1ccccc1	i	i
O=C(NC1CCCC1)C1CCCN1C(=O)Oc1ccccc1 (configuration not stated)	i	i

Not a retest: entries from further up.
SMILES	KCNQ2 inh	CHT block
O=C(COC(=O)c1cccs1)Nc1ccc(S(=O)(=O)N2CCOCC2)cc1	i	i
CCOC(=O)c1c(S(=O)(=O)NCCc2ccc(OC)c(OC)c2)c(C)n(C)c1C	i	i
Cn1c(SCC(=O)NCc2ccccc2)nnc1C1CC1	i	i
Cc1nc2ccccc2nc1OCC(=O)Nc1ccc(F)cc1	i	i
CN1CCN(C(=S)c2cn(Cc3ccccc3)c3ccccc23)CC1	i	i
Cc1cc([N+](=O)[O-])nn1CC(=O)N(C)Cc1ccccc1	i	i
N#C/C(=C\c1ccc(N2CCOCC2)o1)C(=O)NCC1CCCO1 (configuration not stated)	i	i
COC(=O)c1c(NC(=O)C2Cc3ccccc3C(=O)O2)sc2c1CCCC2 (configuration not stated)	i	i
CC(=O)c1c(C)[nH]c(C(=O)CSc2nnc(-c3ccco3)n2Cc2ccccc2)c1C	i	i
COc1cc2[nH]c(=O)n(CCCCCC(=O)N3CCN(c4ccccn4)CC3)c(=O)c2cc1OC	i	i
CN(Cc1ccccc1)C(=O)CCCn1c(=O)[nH]c2cc(Cl)ccc2c1=O	i	i
NC(=O)CSc1nnc(-c2ccoc2)o1	i	i
CCc1ccc(N2CC(C(=O)Nc3ccc(S(=O)(=O)N4CCCCC4)cc3)CC2=O)cc1 (configuration not stated)	i	i
O=C(/C=C/c1ccco1)Nc1nc(-c2ccccn2)cs1	i	i
CC(=O)/C(=N\Nc1cccc(Cl)c1)Sc1nnc(-c2ccccc2)n1-c1ccccc1	i	i
O=C(NC1CCCC1)C1CCCN1C(=O)Oc1ccccc1 (configuration not stated)	i	i
